# Assay outcomes: PubChem, The Scripps Research Institute Molecular Screening Center
# PG9 binder: binders of HIV-1 gp120 antibody PG9, primary screen, biochemical, TR-FRET. HIV-1 gp120 / PG9 antibody interaction. TR-FRET gp120-PG9 antibody binding. inhibition, % at 6.7 µM. hit rate 0.43% among 360,000; in the data active = inhibition above about 8.5%
# PRMT1 FP inh: PRMT1 methyltransferase inhibitors, primary screen, biochemical, fluorescence polarization; hit rate 1.3% among 370,000; Protein arginine N-methyltransferase 1 (Homo sapiens), Q99873; inhibition, % at 2.79 µM; recombinant PRMT1, activity-based probe fluorescence polarization;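 active = inhibition above about 21% made by adding two undisclosed values, limit read from the data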
# HTRA1 inhibitor: HTRA1 serine protease inhibitors, primary screen, biochemical, fluorescence polarization, HTS | Q92743 | recombinant HTRA1, FP-rhodamine activity-based probe | inhibition, % at 5.96 µM | hit rate 0.5% among 340,000 | AID 504803, 2011; in the data active = inhibition above about 36%;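 note: 0% = enzyme with DMSO and 100% = wells lacking enzyme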
# DDE Tn7 FP inh: inhibitors of Tn7 peptide binding to fibrin DD(E), primary screen, biochemical, fluorescence polarization, human fibrin, Tn7 probe; inhibition, % at 8.3 µM; hit rate 0.13% among 370,000; FP displacement of FITC-Tn7 peptide from fibrin DD(E); 0% = median of compound wells per plate; Fibrinogen beta chain (Homo sapiens), P02675;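 active = inhibition above the mean of compounds falling within the control limits plus 3 SD of them, cut at about 14% in these data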;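 note: 0% = plate median of compound wells and 100% = 10 µM Aha-Tn7 peptide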
# Target sequence (P02675 whole entry, looked up): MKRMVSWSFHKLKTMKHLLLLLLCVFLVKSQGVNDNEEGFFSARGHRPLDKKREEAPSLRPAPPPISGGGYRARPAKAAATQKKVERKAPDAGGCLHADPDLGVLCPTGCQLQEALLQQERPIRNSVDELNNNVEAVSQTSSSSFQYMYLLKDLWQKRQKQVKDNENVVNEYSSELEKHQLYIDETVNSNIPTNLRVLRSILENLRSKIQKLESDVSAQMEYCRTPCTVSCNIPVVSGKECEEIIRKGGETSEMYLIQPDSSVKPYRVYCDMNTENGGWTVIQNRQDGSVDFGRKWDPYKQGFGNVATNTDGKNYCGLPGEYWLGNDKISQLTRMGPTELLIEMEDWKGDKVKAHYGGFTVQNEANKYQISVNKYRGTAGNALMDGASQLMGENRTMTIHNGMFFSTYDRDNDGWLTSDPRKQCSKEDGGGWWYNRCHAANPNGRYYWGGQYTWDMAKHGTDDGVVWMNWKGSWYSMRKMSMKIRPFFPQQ
#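 Assay system: Fibrin-DD(E) protein isolated from polymerized human fibrin clots; read-out basis: percent inhibition; medium: Tris/NaCl/CaCl2 buffer, pH 7.8; signal: FP measurement; incubation: 10 min plus 3 h, room temperature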
# UHRF1 binding: UHRF1 methylated DNA binding inhibitors, primary screen, counter-screen for MBD2 inhibitor project, biochemical, TR-FRET, human UHRF1, single concentration | UHRF1 binding to methylated oligo | inhibition, % at 4.4 µM | hit rate 0.75% among 370,000 | E3 ubiquitin-protein ligase UHRF1 (Homo sapiens), Q96T88; in the data active = inhibition above about 21%;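 note: UHRF1 SRA domain binding a hemimethylated CpG hairpin DNA probe; 0% = median of test compound wells and 100% = reference inhibitor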
# SIAE primary: human SIAE inhibitors, primary screen, biochemical, fluorescence polarization, FP-Rh probe, 1536-well HTS. Sialate O-acetylesterase (Homo sapiens), Q9HAT2. SIAE FP-Rh probe binding. inhibition, % at 9.66 µM. hit rate 0.69% among 370,000;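 active = inhibition above a cutoff: mean of compounds within the control limits plus 3 SD of those, cut at about 17% in these data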;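 note: 0% = plate median of compound wells and 100% = probe without SIAE protein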
# Target sequence (Q9HAT2 whole entry, looked up): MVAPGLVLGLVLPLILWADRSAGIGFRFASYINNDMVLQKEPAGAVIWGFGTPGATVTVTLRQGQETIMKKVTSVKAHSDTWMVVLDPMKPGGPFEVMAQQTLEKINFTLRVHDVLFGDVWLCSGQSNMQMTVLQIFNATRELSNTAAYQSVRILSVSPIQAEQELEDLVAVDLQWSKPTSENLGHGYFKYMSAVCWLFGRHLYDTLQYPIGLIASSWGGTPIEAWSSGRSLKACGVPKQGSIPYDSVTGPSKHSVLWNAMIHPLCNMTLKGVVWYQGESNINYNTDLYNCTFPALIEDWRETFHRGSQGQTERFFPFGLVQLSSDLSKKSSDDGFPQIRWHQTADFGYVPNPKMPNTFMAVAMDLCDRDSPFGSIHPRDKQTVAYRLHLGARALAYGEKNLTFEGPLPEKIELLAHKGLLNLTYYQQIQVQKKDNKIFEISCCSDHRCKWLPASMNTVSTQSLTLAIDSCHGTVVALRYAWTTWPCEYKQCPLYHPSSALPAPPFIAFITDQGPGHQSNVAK
# TCR CD3 inh: inhibitors of human TCR-CD3 interaction, primary screen, biochemical, fluorescence, TAMRA-labeled TCR probe. T-cell receptor (TCR). inhibition, % at 9.4 µM. hit rate 0.37% among 360,000. AID 651800, 2012; in the data active = inhibition above about 19%;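 note: recombinant mutant TCR 2C K166C tagged with TAMRA read by polarization; 0% = receptor in buffer alone and 100% = receptor with positive control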
# ABHD4 inh: ABHD4 inhibitors, primary screen, biochemical, fluorescence polarization, mouse; (Lyso)-N-acylphosphatidylethanolamine lipase (Mus musculus), Q8VD66; purified mABHD4, FP-Rh probe fluorescence polarization; inhibition, % at 8.92 µM; hit rate 0.54% among 370,000; AID 720543, 2013;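 active = inhibition exceeding the mean over every tested compound plus 3 SD, cut at about 30% in these data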;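 note: 0% = plate median of compound wells and 100% = S159A mutant with DMSO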
#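 Doses – 8.92 µM, single dose · Material – wild-type mouse ABHD4 protein · Replication – single well per compound (singlicate) · Measure – percent inhibition of probe binding, normalized to plate controls · Schedule – 45 min compound pre-incubation plus 60 min probe step, 25 °C · Detection – fluorescence polarization with parallel and perpendicular emission, 525/598 nm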
# LEDGF integ inh: blockers of LEDGF/p75-dependent integrase strand transfer – biochemical, TR-FRET, high throughput, primary screen. HIV-1 integrase (with human LEDGF/p75). TR-FRET IN-LEDGF/p75 DNA integration, Eu/Cy5. inhibition, % at 3.7 µM. hit rate 0.64% among 370,000. AID 743269, 2014;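 active = inhibition above the screen-wide mean plus 3 SD, cut at about 13% in these data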;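 note: signal is the Cy5 over europium emission ratio at 671 and 618 nm; 0% = plate median of compound wells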
# TDP2 absorb: human TDP2 enzyme inhibitors, primary screen, biochemical, epi absorbance, recombinant enzyme | T5PNP hydrolysis, p-nitrophenol absorbance 415 nm | inhibition, % at 12.8 µM | hit rate 0.34% among 370,000 | AID 720702, 2013;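 active = inhibition above the mean of all tested compounds plus 3 SD, set per campaign, cut at about 25% in these data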;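 note: 0% = DMSO with enzyme and 100% = buffer with substrate but no TDP2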
#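 Assay system: recombinant human TDP2 / Reagent: T5PNP substrate at 5 mM, a TopII-DNA adduct mimic / Measured by: epi absorbance from released p-nitrophenol / Evaluation: % inhibition relative to enzyme-containing and enzyme-free wells / Control set: enzyme-free and DMSO wells / Replicates: each compound tested once, singlicate / Schedule: enzyme reaction with compound for 2 h at 37 °C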
# The depositor's hits bear a star; x = not tested or not shown.
Molecule	PG9 binder	PRMT1 FP inh	HTRA1 inhibitor	DDE Tn7 FP inh	UHRF1 binding	SIAE primary	TCR CD3 inh	ABHD4 inh	LEDGF integ inh	TDP2 absorb
CCOc1ccc(C(=O)Nc2c3c(nn2-c2cccc(C)c2C)CS(=O)C3)cc1 (configuration not stated)	0.1	2	-5	8	2	4	-16	-3	1	0
O=C(Nc1nc(-c2ccc(-c3ccccc3)cc2)cs1)C1CCCO1 (configuration not stated)	-1.7	2	-28	1	0	-2	-4	-13	2	2
COc1ccccc1OC(=O)c1cc2ccccc2oc1=O	0.2	-1	1	-6	1	4	9	3	0	9
c1ccc(CN(Cc2ccco2)C(c2ccncc2)c2nnnn2C2CCCC2)cc1 (configuration not stated)	-0.8	7	9	1	-7	1	-1	2	4	-7
CCOC(=O)C1(CCOc2ccccc2)CCN(C(=O)c2cncs2)CC1	-2.9	-2	-2	-3	1	9	2	-1	-2	-14
CCCCn1c(N)c(N(CCOC)C(=O)CN(C)S(=O)(=O)c2ccc(Cl)cc2)c(=O)[nH]c1=O	-2.0	6	3	10	2	-8	-10	-14	-2	-9
C[C@@H]1CN([C@@H](C)CO)C(=O)c2cc(NC(=O)Nc3ccc4c(c3)OCO4)ccc2O[C@H]1CN(C)S(=O)(=O)c1ccc(F)cc1	-0.8	3	-4	-1	-1	15	-9	5	-1	-2
COc1cc(O)cc2cc3c(c(O)c12)C(=O)CC(C)(O)O3 (configuration not stated)	-2.8	11	11	6	-7	7	13	38*	6	0
Cn1c(SCC(=O)Nc2ccc3[nH]c(=O)[nH]c3c2)nnc1-c1ccccc1	-0.3	2	1	0	5	2	-4	-11	2	-5
COc1ccc(NC(=O)C2(c3ccccc3)CCCC2)cc1	0.6	-3	2	-1	2	-4	-6	6	1	-10
CCc1ccc(N2C(=O)/C(=C/c3cccs3)N(CC(=O)OC)C2=S)cc1	1.8	-4	-4	2	2	-1	16	9	-1	-2
Cc1ccc(CNC(=O)CNC(=O)c2c(C)nn(C)c2Cl)cc1	0.9	-7	2	-5	-3	4	4	5	0	-10
Cc1ccc2c(c1)c1ncn(Cc3ccc(F)cc3)c(=O)c1n2C	-0.3	6	-2	-7	2	-3	-2	5	-4	1
CC(=O)NN1C(=O)c2ccccc2NC1c1ccco1 (configuration not stated)	0.9	-1	1	-10	5	3	2	2	4	5
Cc1c(Cl)cccc1NC(=O)CCN1CCCCC1	0.1	-1	4	3	0	-1	4	-3	4	5
O=C(O)CCn1cc(-c2ccc(Cl)cc2)nc1-c1ccncc1	0.8	0	0	4	0	-1	1	6	-1	-3
CCCCc1ccc(NC(=O)C2CCN(S(C)(=O)=O)CC2)cc1	-2.5	-2	-1	-2	12	6	7	-4	2	0
CCC(=O)Nc1cccc(C2=NOC3(C2)C[C@H](C(N)=O)N(C(=O)Cc2ccc([N+](=O)[O-])cc2)C3)c1 (some centres not stated)	0.3	3	4	2	3	0	1	-4	2	5
CC(C)C(=O)Nc1nnc(COc2ccc(Cl)cc2)s1	0.7	1	-1	14*	3	-4	-3	-8	-6	-4
CNc1cccc(-c2ccccc2CO)n1	-0.6	-2	x	-7	0	1	5	1	3	-8
CC1CCC(NC(=O)CCCn2sc3ccccc3c2=O)CC1 (configuration not stated)	-0.3	0	3	-1	-2	2	6	3	-1	16
CC(C)[C@H](NC(=O)[C@@H](N)Cc1ccccc1)C(=O)N1CCC2CCN(Cc3ccccc3)CC21 (some centres not stated)	-1.0	3	x	7	1	-1	1	6	6	9
Fc1ccc(-c2cc(C(F)(F)F)nc(-n3cc(Cl)cn3)n2)cc1	0.1	-7	-4	-7	0	-8	-2	-10	8	-13
Oc1ccccc1C1CCCCC1c1ccccc1 (configuration not stated)	0.8	-1	-10	-1	-4	-4	-2	-31	1	-1
CN(C(=O)c1ccc2c(c1)OCO2)C1CCS(=O)(=O)C1 (configuration not stated)	-1.4	-5	-3	-5	0	-5	-5	-6	-1	-15
CCC(CC)C(=O)c1c[nH]c(C(=O)NC2CCCCCC2)c1	1.4	0	0	4	4	-4	-5	0	-4	-5
CC12CCC3c4ccccc4CCC3(CO1)C2 (configuration not stated)	-1.8	-2	0	4	1	12	2	-1	2	7
O=C(CN1CCCc2ccccc21)NC(=O)NCc1ccccc1	0.8	6	-8	2	1	7	-3	7	-1	-9
O=c1[nH]n(Cc2ccccc2)c(=O)c2ccccc12	-1.3	-2	2	-1	-7	-7	7	-5	1	3
Cc1nn(CC(=O)N2CCN(c3ccccc3)CC2)c(C)c1[N+](=O)[O-]	1.1	3	-5	6	0	3	-3	-2	0	5
CC(=O)N1CCc2c(sc3c2c(=O)n(-c2ccccc2)c(=O)n3Cc2ccccc2Cl)C1	-0.7	-3	-6	1	1	0	-1	6	-2	-7
COc1ccc(C)cc1NC(=O)CSc1ccc(-c2sc(C)nc2C)nn1	-1.3	-1	-8	-3	-2	-8	4	-7	6	4
COc1ccccc1-n1c(CNC(=O)c2ccco2)n[nH]c1=S	-0.9	6	2	1	20	3	-2	0	-2	2
COc1ccc(N(CC(=O)NCc2cccs2)S(=O)(=O)c2c(C)nn(C)c2C)cc1	0.3	-1	5	-1	-2	0	1	9	-1	12
CC(=O)CSc1nnc(Cc2ccc3c(c2)OCO3)o1	1.5	-2	4	-1	-2	8	0	-2	0	5
Cc1cc(C(F)(F)F)nn1CC(=O)N1CCOCC1	0.2	-1	-7	0	-3	5	-1	1	-1	8
CCc1nc2ccccc2nc1N1CCN(S(=O)(=O)c2c(C)cc(Cl)cc2C)CC1	-0.4	0	x	5	6	-8	1	1	-3	-10
COc1ccc(OC)c2[nH]c(=O)c(CCNC(=O)c3cc4ccccc4o3)cc12	0.9	1	-18	6	-3	-5	0	0	-2	-6
Cc1cc(NCCCn2ccnc2)n2nc(C)c(-c3ccc(Cl)cc3)c2n1	-3.9	-2	1	-8	0	5	-7	16	9	-13
CC1=NC(C)(C)Cc2c(C)cccc21	-0.5	6	6	5	4	-9	-11	0	-2	2
Cc1nn(-c2ccccc2)c(Cl)c1/C=N/NC(=O)c1ccnn1C	-2.7	-2	-3	6	-3	2	5	3	1	4
O=S(=O)(c1ccccc1F)N1CCN(CCOc2ccccc2)CC1	-0.3	2	2	-2	1	-1	-2	1	-1	2
N#Cc1ccc(C(CC(=O)O)N2Cc3ccccc3C2=O)cc1 (configuration not stated)	-0.3	0	-3	4	1	-4	5	0	0	0
O=C(O)c1ccc(CNC(=O)c2ccccc2NC(=O)c2ccc([N+](=O)[O-])cc2)cc1	-1.3	4	5	-5	0	-2	2	-1	-3	8
CN1CCN(c2ncnc3sc(-c4ccccc4)cc23)CC1	-2.7	0	1	-4	-17	0	-2	-3	2	4
CCOC(=O)C1CCCN(C(=O)c2cc3cc(Br)ccc3oc2=O)C1 (configuration not stated)	-0.1	8	2	7	3	-3	2	-15	-3	-9
COc1cc(Br)c(CC(=O)NNC(=O)c2ccc(F)cc2)cc1OC	2.1	3	5	-5	-1	-4	2	14	1	6
CCOC(=O)c1[nH]c2ccc(OC)cc2c1NC(=S)N1CCN(c2ccccc2)CC1	11*	-1	1	-7	-2	5	2	10	-1	-10
CCn1c(O)c(N=NC(=O)CNc2cccc(C)c2)c2ccccc21	-2.8	-2	-1	-7	-5	0	-2	7	-1	-2
COc1ccc(NC(=O)C2CCCN2C(=O)OCc2ccccc2)c(OC)c1 (configuration not stated)	-1.2	0	4	-1	4	3	2	1	2	2
CCC(C)C1(C2CCCC2)NC(=O)NC1=O (configuration not stated)	0.4	-1	4	7	4	1	-2	-5	4	-12
CN1CCN(C(CNS(=O)(=O)c2ccc(Br)cc2)c2ccc3c(c2)OCO3)CC1 (configuration not stated)	-1.4	-4	10	4	-1	1	8	-2	2	9
CC(=O)N1CCN(S(=O)(=O)c2ccc(C)cc2)C1c1ccc(N(C)C)cc1 (configuration not stated)	-2.8	-2	-4	-7	1	3	2	4	-1	6
COc1ccc(C2CC(O)(C(C)(C)O)NO2)cc1 (configuration not stated)	-1.8	1	-6	-2	0	1	7	0	-1	-3
CCCn1c(N)c(C(=O)COC(=O)CCS(=O)(=O)c2ccc(C)cc2)c(=O)[nH]c1=O	0.2	-5	0	-5	5	-6	-3	-6	4	-3
COc1ccc(C(=O)CSc2nnc(-c3cccs3)n2-c2ccccc2)cc1	-2.0	0	-7	9	0	-2	2	4	2	16
Cc1ccc(CCNC(=O)c2cc(-c3ccncc3)nc3ccc(S(=O)(=O)N4CCOCC4)cc23)cc1	0.0	-2	-4	-8	-4	1	-6	-2	-2	3

# Records above that bear a hit mark in PG9 binder.
smiles,PG9 binder,PRMT1 FP inh,HTRA1 inhibitor,DDE Tn7 FP inh,SIAE primary,TCR CD3 inh,LEDGF integ inh,TDP2 absorb
CCOC(=O)c1[nH]c2ccc(OC)cc2c1NC(=S)N1CCN(c2ccccc2)CC1,11*,-1,1,-7,5,2,-1,-10

# Limited to TCR CD3 inh (4 entries from above):
Molecule	TCR CD3 inh
CN1CCN(c2ncnc3sc(-c4ccccc4)cc23)CC1	-2
CCOC(=O)C1CCCN(C(=O)c2cc3cc(Br)ccc3oc2=O)C1 (configuration not stated)	2
COc1cc(Br)c(CC(=O)NNC(=O)c2ccc(F)cc2)cc1OC	2
CCOC(=O)c1[nH]c2ccc(OC)cc2c1NC(=S)N1CCN(c2ccccc2)CC1	2
